Screens deposited in PubChem by Broad Institute.
esBAF inh = blocks esBAF chromatin remodeling in mouse ES cells | Bmi1-luciferase knock-in reporter, 24 h; 100% = twice the neutral-well signal | AID 602393 | reporter increase, % at 12.5 µM | hit rate 2% among 350,000; in the data active = activation above about 40%; inconclusive = no clear call, values can overlap the other calls;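 also: 0% = median of the plate's neutral control wells and 100% = double that signal; a rise in the Bmi1 reporter signal indicates esBAF inhibition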
ERp5 inh = inhibitors of human ERp5; Q15084; AID 651711; ERp5 insulin aggregation, absorbance 650 nm, 90 min; hit rate 0.05% among 350,000; inhibition, % at 9.99 µM;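 active = mean replicate inhibition above about 25%, with every replicate also reaching it, limit read from the data, passing the limit was not always enough; inconclusive = only one of those two criteria met; inactive = neither criterion met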
Target sequence (Q15084 whole entry, looked up): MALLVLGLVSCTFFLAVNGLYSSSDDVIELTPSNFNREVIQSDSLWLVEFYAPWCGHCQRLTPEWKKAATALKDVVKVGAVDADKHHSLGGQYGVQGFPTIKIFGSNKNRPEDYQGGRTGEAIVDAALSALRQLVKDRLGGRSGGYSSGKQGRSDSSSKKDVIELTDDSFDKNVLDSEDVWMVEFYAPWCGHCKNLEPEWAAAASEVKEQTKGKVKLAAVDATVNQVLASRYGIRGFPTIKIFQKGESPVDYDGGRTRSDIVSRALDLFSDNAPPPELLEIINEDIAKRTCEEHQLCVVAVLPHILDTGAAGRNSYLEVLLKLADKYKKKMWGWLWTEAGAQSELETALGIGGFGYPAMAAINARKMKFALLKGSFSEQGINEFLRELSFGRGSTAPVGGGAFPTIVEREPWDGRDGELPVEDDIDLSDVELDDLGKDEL
PglD inh = blocks C. jejuni PglD acetyltransferase activity. hit rate 0.098% among 360,000. purified PglD enzyme, DTNB colorimetric CoA detection. inhibition, % at 12.5 µM; in the data active = inhibition above about 16%, passing the limit was not always enough; inconclusive = no clear call, values can overlap the other calls; also: strong numbers were not always called active
RAD52 inh = inhibitors of human RAD52 DNA annealing; P43351; recombinant RAD52 DNA annealing, FRET fluorescence; inhibition, % at 18.7 µM; hit rate 0.46% among 360,000;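 active = every replicate showing at least 50% inhibition; inconclusive = mean inhibition at least 50% but not in every replicate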
Target sequence (P43351 whole entry, looked up): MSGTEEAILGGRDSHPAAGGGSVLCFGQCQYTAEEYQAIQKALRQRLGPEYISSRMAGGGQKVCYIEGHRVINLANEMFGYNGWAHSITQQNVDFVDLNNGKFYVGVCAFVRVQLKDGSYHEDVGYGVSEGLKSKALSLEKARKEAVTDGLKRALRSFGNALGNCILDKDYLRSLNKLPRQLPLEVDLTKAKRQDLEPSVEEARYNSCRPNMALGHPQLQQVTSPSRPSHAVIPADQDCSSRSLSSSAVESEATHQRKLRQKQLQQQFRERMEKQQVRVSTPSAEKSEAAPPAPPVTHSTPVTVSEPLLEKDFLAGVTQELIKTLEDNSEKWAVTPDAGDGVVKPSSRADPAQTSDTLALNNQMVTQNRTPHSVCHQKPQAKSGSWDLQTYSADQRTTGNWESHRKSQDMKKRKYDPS
E-sel inducer = induces E-selectin expression in human endothelial cells; HUVEC E-selectin immunofluorescence imaging; normalized: neutral wells 0, TNF-alpha wells 100; P16581; hit rate 0.37% among 260,000; AID 686992; activation, % at 7.58 µM;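 active = mean E-selectin-positive cell signal at least 10% of the positive control, reached in at least 60% of replicates, without over 20% cell loss; inconclusive = no rule given, readout overlaps actives, possibly toxicity-flagged; inactive = the rest, including those meeting only one limit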;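 also: in these data hits start at about 27%; measured in HUVEC primary endothelial cells; signal is the percent of cells scored E-selectin positive by PE staining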
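Assay system: HUVEC primary endothelial cells. Input: 3,000 HUVEC seeded per well. Doses: one compound dose added by pin transfer. Read-out basis: % PE-positive cells. Benchmarks: TNF-alpha high, DMSO low. Detection: immunofluorescence imaging. Buffer or medium: EGM-2, gelatin.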
ARNT TACC3 PPI = ARNT/TACC3 interaction disruption; hit rate 0.66% among 390,000; inhibition, % at 9.99 µM; AlphaScreen His-ARNT PAS-B/GST-TACC3 binding, luminescence; TACC3 fragment carries E629A point mutation; Q9Y6A5; AID 623870;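 active = mean inhibition of replicates at least 50% and at least half of replicates each reaching 50%; inconclusive = half or more replicates reach 50% but mean below 50%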;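 also: 0% = complete ARNT plus TACC3 wells and 100% = ARNT alone without TACC3; many hits fall short of the cut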
RAD54 inh = RAD54 (human) branch migration inhibition; AID 602329; hit rate 0.14% among 360,000; RAD54 Holliday junction branch migration, FAM/BHQ fluorescence; inhibition, % at 10.4 µM;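 active = mean normalized replicate activity at least 40 and at least half of replicates scoring 40 or more; inconclusive = only one of the two criteria met; inactive = mean below 40 and under half of replicates reaching 40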;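 also: 0% = median of neutral control wells and 100% = median of positive control wells; inhibitors cause a drop in the FAM fluorescence signal; in these data hits start at about 50%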
CASP6 VEID inh = blocks human caspase-6 cleavage activity | P55212 | purified caspase-6, Z-VEID-R110 cleavage fluorescence | inhibition, % at 12.5 µM | hit rate 0.53% among 350,000 | AID 686996;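 active = mean inhibition across replicates at least about 35%, with every replicate also reaching that limit, limit read from the data; inconclusive = only one of the two criteria met; inactive = neither criterion met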;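 also: 0% = median of neutral control wells and 100% = no fluorescence left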
Starred values were filed as active, the others as inactive; ? = inconclusive; . = no result given.

Every second line gives: esBAF inh	ERp5 inh	PglD inh	RAD52 inh	E-sel inducer	ARNT TACC3 PPI	RAD54 inh	CASP6 VEID inh
O=C(C1CCN(S(=O)(=O)c2ccc(Br)s2)CC1)N1CCCCC1
  14	0	1	-7	1.0	-5	-6	5
O=C(NCCCN1CCCCCC1)c1cc2c(=O)oc3ccccc3c2s1
  -2	6	-3	41	.	3	26	-33
CCOc1ccccc1-n1cnc2cc(C(=O)NCc3ccco3)ccc21
  3	.	4	.	.	5	7	.
Nc1cc(N)nc(SCC(=O)N2CCCCC2)n1
  3	.	-2	.	.	28	8	.
CNNC(=S)Nc1cccc(C(F)(F)F)c1
  .	-8	-4	9	0.1	.	-12	2
CN(C)S(=O)(=O)c1cccc(C(=O)Nc2ccc(N3CCOCC3)cc2)c1
  -5	3	0	6	.	-8	-9	4
N#CCCN1CCN(C2=NC(=O)C(=C3CCCCC3)S2)CC1
  26	1	-1	-7	.	1	-8	0
O=C(Cn1cnc2scc(-c3cccc([N+](=O)[O-])c3)c2c1=O)NCc1ccco1
  .	6	.	-24	.	29	.	12
NNC(=O)CNC(=O)Nc1n[nH]c(=S)s1
  .	7	.	-6	0.1	.	.	61*
Cc1cc(C)nc(N/N=C2/CCCC/C2=C\c2ccccc2)n1
  10	0	-1	3	?	7	-3	-2
C[C@@H]1CN([C@@H](C)CO)C(=O)c2cccc(NS(=O)(=O)c3ccc(F)cc3)c2O[C@H]1CN(C)Cc1ccc(C(=O)O)cc1
  -6	-1	-1	-3	66*	-5	3	0
O=[N+]([O-])c1ccc(/C=N/N/C(=N/c2ccccn2)c2ccccn2)cc1
  28	7	.	-21	.	16	-15	-1
Cc1csc(=Nc2ccccc2)n1Cc1ccco1
  7	3	.	-2	.	10	.	0
C[C@H](CO)N1C[C@H](C)[C@@H](CN(C)C(=O)c2ccccc2F)Oc2ncc(C#C[C@@H](C)O)cc2C1=O
  2	-4	3	5	.	-8	-4	1
COc1cc2sc3ccc(C#CC4(O)CCCCC4)cc3c(=O)c2cc1OC
  21	1	-5	-7	-0.2	-8	-11	-3
CN(C(=O)COc1ccc(Cl)cc1Cl)C1(C)CCS(=O)(=O)C1 (stereo not given)
  1	3	-2	-11	.	2	0	-2
O=c1oc2cc(Br)ccc2n1Cc1ccccc1
  2	2	7	-2	.	7	0	-4
O=C(CCN1C(=O)/C(=C/c2cccs2)SC1=S)Nc1ccc(O)cc1
  6	-6	-4	-51	11	-1	-10	-9
O=C(CN1CCOCC1)N1CCCCN2[C@H](CO)[C@H](c3ccc(C#Cc4ccccc4F)cc3)[C@H]2C1
  -3	0	2	24	0.1	2	2	-1
Cn1c(SCc2cccc(C#N)c2)nc2ccccc2c1=O
  -1	-1	-4	2	0.1	-1	-1	5
O=C(C[C@H]1C=C[C@H](NC(=O)Nc2cc(F)ccc2F)[C@@H](CO)O1)NCc1ccc2c(c1)OCO2
  1	-2	5	5	0.5	6	0	-3
O=C(Cc1ccc([N+](=O)[O-])cc1)NCc1cccnc1
  2	4	0	-4	.	3	7	0
O=C(N/N=C/c1c[nH]c2ccccc12)c1ccc(Cl)cc1
  40	0	3	-7	0.0	14	5	1
C[C@@H]1CN([C@@H](C)CO)C(=O)c2cc(NC(=O)Nc3ccccc3)ccc2O[C@@H](C)CCCCO[C@@H]1CN(C)S(=O)(=O)c1cn(C)cn1
  1	-2	-2	0	-0.1	-1	1	4
CCn1c(-c2csc3ccccc23)n[nH]c1=S
  .	-2	-4	-15	7.8	-6	4	1
O=C(C[C@H]1CC[C@H]2[C@@H](COC[C@@H](O)CN2Cc2ccc(C(F)(F)F)cc2)O1)N1CCc2ccccc2C1
  4	.	4	.	-0.2	14	-4	.
NC(=O)CCCSc1nc2ccccc2[nH]1
  .	3	.	-15	.	16	.	3
COc1ccc(OC)c(S(=O)(=O)N2CCC(C(=O)NC3CCCCC3)CC2)c1
  -4	-1	4	-17	.	-6	1	-5
COc1ccc(OC)c(C(=O)c2ccc(C(=O)Nc3ccc(NC(C)=O)cc3)cc2)c1
  -4	1	3	-9	.	-7	8	-9
O=C(/C=C/c1ccccc1)c1c[nH]c2ccccc12
  20	-6	-5	-13	-0.2	11	-9	-1
CCc1ccc(C(c2c(C)nn(-c3ccccc3)c2N)c2c(C)nn(-c3ccccc3)c2N)cc1
  .	-3	-4	-10	.	.	-10	1
C[C@H]1CN([C@@H](C)CO)S(=O)(=O)c2ccc(C#CC3CC3)cc2O[C@H]1CN(C)Cc1ccccn1
  2	-8	0	2	-0.5	-3	3	-2
O=C(O)CC(NC(=O)C12CC3CC(CC(C3)C1)C2)c1ccc(OC2CCCC2)cc1 (stereo not given)
  -2	-3	7	-5	.	-4	-3	4
COc1ccccc1C1=NOC(C)(c2sc(-c3ccccc3)nc2C)C1 (stereo not given)
  -4	-3	.	-8	0.0	-8	-5	1
O=C(C[C@H]1C[C@H]2c3cc(NC(=O)Nc4ccc(C(F)(F)F)cc4)ccc3O[C@H]2[C@H](CO)O1)NCc1cc(F)ccc1F
  -4	2	5	11	0.8	-6	13	3
CCCNC(=O)N1C[C@H](C)[C@@H](OC)CN(C)C(=O)c2ccc(NS(C)(=O)=O)cc2OC[C@H]1C
  -2	8	5	-3	-0.2	-4	3	3
Cn1c(SCC(=O)NCCc2ccccc2)nnc1C1CCCCC1
  -6	-1	-4	-17	.	-1	-8	.
CCOC(=O)c1c(C)[nH]c(C)c1S(=O)(=O)N1CCN(c2ccc(F)cc2)CC1
  -5	3	3	-10	.	-1	-2	-2
O=C(Nc1nncs1)c1ccc(S(=O)(=O)c2ccccc2)cc1
  -10	.	2	.	.	39	8	.
CC(C)C(=O)Nc1ccc2c(c1)C(=O)N(C)[C@@H]1CC[C@H](CC(=O)NCc3ccccc3)O[C@H]1CO2
  -18	0	1	3	0.5	.	0	-5

3 entries out of the list above, arranged by their value in esBAF inh, ascending.
| smiles | esBAF inh |
| --- | --- |
| Cn1c(SCC(=O)NCCc2ccccc2)nnc1C1CCCCC1 | -6 |
| CCOC(=O)c1c(C)[nH]c(C)c1S(=O)(=O)N1CCN(c2ccc(F)cc2)CC1 | -5 |
| O=C(O)CC(NC(=O)C12CC3CC(CC(C3)C1)C2)c1ccc(OC2CCCC2)cc1 (stereo not given) | -2 |

The results go on.
Every second line gives: esBAF inh	ERp5 inh	PglD inh	RAD52 inh	E-sel inducer	ARNT TACC3 PPI	RAD54 inh	CASP6 VEID inh
Fc1ccc(-c2nc3ccc(Cl)cn3c2Cc2ccsc2)cc1
  ?	4	-2	-88	0.2	.	-16	9
CCCC#Cc1cnc2c(c1)C(=O)N([C@H](C)CO)C[C@H](C)[C@@H](CN(C)C(=O)C1CCC1)O2
  -5	5	0	-12	0.1	-3	5	0
CCc1nnc(NC(=O)CN2C(=O)c3ccccc3C2=O)s1
  -1	.	1	.	.	-2	-9	.
CCOc1ccc(NC(=O)c2ccc3c(c2)CCN3S(C)(=O)=O)cc1
  10	1	1	-7	.	-2	0	3
O=C(/C=C/c1cccc([N+](=O)[O-])c1)N1CCN(c2ccc(F)cc2)CC1
  .	.	-1	.	0.8	0	4	.
C[C@@H]1CCCCO[C@H](CN(C)C(=O)Nc2ccc(C(F)(F)F)cc2)[C@@H](C)CN([C@@H](C)CO)C(=O)c2cc(NC(=O)c3ccccc3)ccc2O1
  -1	-9	1	-20	0.2	.	-10	5
CCCNC(=O)C[C@H]1CC[C@H]2[C@@H](COc3ccc(NC(=O)c4ccccc4)cc3C(=O)N2C)O1
  1	2	0	0	0.0	-4	4	-4
COc1ccc(C(=S)N2CCN(c3ccccc3C)CC2)cc1
  -2	1	-9	8	.	16	5	-4
O=C(NN1CCOCC1)c1c(-c2ccccc2)sc2ccccc12
  1	4	1	0	0.2	0	9	-1
COc1cccc(/C=C/C(=O)OCC(=O)NCc2ccc(Cl)cc2)c1
  -7	6	-1	-15	.	-2	-7	-1
Cc1ccc(C2=NOC(C)(c3nnc(-c4ccc(Cl)cc4)o3)C2)cc1 (stereo not given)
  -5	5	1	-9	-0.1	-1	8	1
CN(C)CCn1c(C(=O)O)cc2ccccc21
  -1	.	5	.	.	0	-3	.
O=C(CCc1ccccc1)Nc1nc2c(F)cc(F)cc2s1
  ?	1	0	-7	.	0	-1	-1
CCn1c2ccccc2c2cc(NC(=O)COC(=O)c3cc(S(=O)(=O)N4CCCCC4)ccc3Cl)ccc21
  .	4	.	8	-2.3	-1	.	-2
CCOC(=O)C1CCN(CC(O)COCc2ccc3c(c2)OCO3)CC1 (stereo not given)
  .	-2	.	-147	.	-3	.	-1
Cc1c(Br)c([N+](=O)[O-])nn1CC(=O)NCc1ccccc1
  7	5	-9	-11	0.0	1	1	3
O=C(Nc1nc(-c2cc(Cl)sc2Cl)cs1)c1cccs1
  31	.	-6	.	.	-3	-1	.
CC(C)N(Cc1nc(-c2ccc(Cl)cc2)no1)C(=O)C(c1ccccc1)c1ccccc1
  -9	.	0	.	.	-12	1	.
C[C@@H]1CCCCO[C@H](CN(C)S(=O)(=O)c2ccccc2)[C@H](C)CN([C@H](C)CO)C(=O)c2cc(NS(=O)(=O)c3ccccc3)ccc2O1
  0	0	4	-12	-0.2	-4	3	0
COCC#Cc1cnc2c(c1)C(=O)N([C@@H](C)CO)C[C@H](C)[C@H](CN(C)C(=O)Cc1cccnc1)O2
  3	-1	1	4	0.0	0	1	2
CCOc1cc(/C=C/C(=O)O)ccc1OCCOc1ccccc1
  -10	-2	0	-10	0.2	1	10	.
CC1(C)CC2C1CCC1(O)CC2(C)CCC1N(O)c1ccc(C(=O)NCCO)cn1 (stereo not given)
  -6	-4	2	-7	0.5	-11	3	-2
C[C@@H]1CN([C@@H](C)CO)S(=O)(=O)c2ccc(-c3ccc(F)cc3)cc2O[C@@H]1CN(C)C(=O)C1CCCCC1
  0	-3	0	14	0.5	-5	-6	2
CCN(CC)CCCOC(=O)c1ccc(OC)cc1O
  .	4	.	-5	.	-2	.	1
N#Cc1ccc(OCC(=O)NC2=NCCS2)cc1
  9	-8	0	-5	1.4	-4	6	3
CCCc1cn(CC[C@H]2CC[C@H](NS(=O)(=O)c3ccccc3Cl)[C@H](CO)O2)nn1
  1	-2	2	-9	-0.1	-6	-2	-1
CCOP(=O)(CN(CC)C(=O)c1ccccc1Br)OCC
  .	0	.	-5	1.8	0	.	-1
O=C(Cc1ccc(-c2ccccc2)cc1)NC1CCCC1
  2	2	3	-18	3.0	-4	-5	-3
Cc1c(Cl)cnc(NC(=O)CSc2nncs2)c1Cl
  4	0	-6	-7	.	-4	-10	3
CCc1ccc(NC(=O)N(C2CCCCC2)C(C)c2cccnc2)cc1 (stereo not given)
  12	.	-3	.	.	1	-8	.
Cc1ccc(CN(C)C(=O)C2CCCN2C(=O)c2cccs2)o1 (stereo not given)
  9	.	-3	.	.	1	0	.
COc1cc2c(-c3ccc4c(c3)OCO4)c(-c3ccsc3)oc(=O)c2cc1OC
  6	0	-4	-17	0.0	2	-5	3
O=C(NCCN1CCN(c2ccccc2)CC1)C1CCN(S(=O)(=O)N2CCOCC2)CC1
  0	.	-3	.	.	1	14	.
Cc1ccccc1OCc1ccc(C(=O)N2CC(C)OC(C)C2)o1 (stereo not given)
  -3	0	-1	-9	.	-1	-8	0
CC(=O)Nc1cccc(C(=O)OC(C(=O)c2ccc(C)cc2)c2ccccc2)c1 (stereo not given)
  18	.	-4	.	.	-10	0	.
